# Screening results deposited in PubChem BioAssay by National Center for Advancing Translational Sciences (NCATS).
# SW480 rerep: A quantitative high throughput screen for small molecules that induce DNA re-replication in SW480 colon adenocarcinoma cells; SW480 DNA re-replication, Hoechst DNA content imaging, 48 h; Potency, µM (doses to about 46.1 µM), for the others: top-dose re-replication activation, hits mostly activators; 340,000 tested, 1.8% active; further: potency means the concentration at half of the fitted maximal effect; % of control where 0% means no effect; nearly all actives have a fitted effect of over 55% in size
#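 Image-based read-out: total Hoechst fluorescence of nuclei (405 nm excitation, 500-530 nm emission), with hits raising the fraction of high-intensity nuclei. SW480 colon cells incubated 48 hr with compounds at 37 C.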
# IL1B secr inh: qHTS for Inhibitors of Inflammasome Signaling: IL-1-beta AlphaLISA Primary Screen; THP-1 LPS/ATP IL-1B secretion, AlphaLISA, 16 h; hits give low values; activity change, % at 57.5 µM; 360,000 tested, 4.7% active; AID 743279, 2014; in the data active means activity change below about -50%; inconclusive means mostly about -30% to -49%; further: on the % scale 0 is the no-effect control and ±100 the full control effect
#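 THP-1 cells pretreated 1 hr with compounds (up to 57.5 uM final), then stimulated with LPS (250 ng/mL final) plus ATP (1.25 mM final); secreted IL-1B measured by AlphaLISA after 16 hr, decreased signal indicating inhibition.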
# HT1080NT lethal: qHTS for induction of synthetic lethality in tumor cells producing 2HG: qHTS for the HT-1080-NT fibrosarcoma cell line. HT-1080-NT fibrosarcoma viability, CellTiter-Glo ATP luminescence, 48 h. 360,000 tested, 1.6% active. AID 686970, 2013. Potency, µM (top dose mostly 46.1 µM), for inactives: at the highest dose activity, negative = less viability, usual class: cytotoxic;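 further: NT is the 2HG producing partner of a matched IDH1 knockdown line; potency means the concentration at half of the fitted maximal effect; 0% = DMSO-treated cells and -100% = media-only wells without cells; nearly all actives have a fitted effect of over 55% in size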
#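 A 48-hour cytotoxicity screen used HT-1080-NT cells plated 2 hours before compound delivery. ATP-based CellTiter-Glo luminescence measured viability, normalized to DMSO and no-cell controls.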
# D3 ag: qHTS of D3 Dopamine Receptor Agonist: qHTS | AID 652048, 2013 | max activation, % | 410,000 tested, 0.58% active | D3R DiscoveRx beta-arrestin cells, luminescence, 90 min | D(3) dopamine receptor (Homo sapiens), P35462; in the data active means max activation above about 30%; further: 0% is about no effect; mostly tested at two doses, the higher about 12 µM
# Target sequence (P35462 whole entry, looked up): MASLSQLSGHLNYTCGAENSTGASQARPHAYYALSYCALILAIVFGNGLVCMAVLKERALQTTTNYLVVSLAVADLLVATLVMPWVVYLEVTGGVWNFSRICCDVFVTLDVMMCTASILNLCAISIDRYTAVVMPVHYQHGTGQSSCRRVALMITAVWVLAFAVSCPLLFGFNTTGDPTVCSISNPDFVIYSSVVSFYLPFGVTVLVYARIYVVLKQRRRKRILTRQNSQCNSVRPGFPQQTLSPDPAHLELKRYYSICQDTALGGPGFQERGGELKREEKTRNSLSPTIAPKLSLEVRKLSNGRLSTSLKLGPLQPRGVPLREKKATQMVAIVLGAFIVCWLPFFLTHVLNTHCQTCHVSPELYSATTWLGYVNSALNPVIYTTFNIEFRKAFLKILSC
#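 Cells at 1500/well, incubated overnight, then treated with pinned compounds (dopamine as control) for 90 min at 37 degrees C. DiscoveRx reagent added for 30 - 60 minutes at room temperature; luminescence read.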
# KB-3-1 tox: qHTS assay for MDR1-selective chemotherapeutics: Primary screen using the parental adenocarcinoma cell KB-3-1; KB-3-1 viability, CellTiter-Glo ATP luminescence, 72 h; Potency, µM (doses to about 46.1 µM), for the others: top-dose activity change, negative = cytotoxic, hits mostly cytotoxic; 400,000 tested, 1.4% active; AID 1347075, 2019; further: potency means the concentration at half of the fitted maximal effect; on the % scale 0 is the no-effect control and ±100 the full control effect; nearly all actives have a fitted effect of over 60% in size
#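 KB-3-1 cells, DMEM (no phenol red) + 10% FBS; compound by pin transfer, 72 h, 37 °C. Readout: CellTiter-Glo luminescence after 10 min. Data normalized, curve-fitted.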
# D3 antag: qHTS of D3 Dopamine Receptor Antagonist: qHTS. D(3) dopamine receptor (Homo sapiens), P35462. 360,000 tested, 2.5% active. max response, negative = inhibition, %. D3R cells, DiscoveRx beta-arrestin luminescence, antagonist mode; hits give low values; in the data active means max response below about -50%; inconclusive means no clear call, values can overlap the other calls; further: on the % scale 0 is the no-effect control and ±100 the full control effect; mostly tested at two doses, the higher about 12 µM
#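 Cells plated overnight at 1500 cells/well, then exposed to library compounds with dopamine controls for 90 minutes at 37 degrees C. DiscoveRx reagent added for 30–60 minutes at room temperature; luminescence read, quantitative HTS format.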
# KB-V1 cytotox: qHTS assay for MDR1-selective chemotherapeutics: Primary screen using the drug-selected MDR subline cells KB-V1; KB-V1 MDR cells viability, CellTiter-Glo, 72 h; Potency, µM (highest dose often 46.1 µM), without a hit: top-dose activity change, negative = cytotoxicity, actives largely listed as cytotoxic; 400,000 tested, 3.4% active; AID 1347076, 2019; further: potency means the concentration at half of the fitted maximal effect; on the % scale 0 is the no-effect control and ±100 the full control effect; nearly all actives have a fitted effect of over 60% in size
#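 Luminescent ATP read-out (CellTiter-Glo, 10 min) measures survival of drug-selected KB-V1 MDR cells after 72 h, 37 degrees C compound exposure. Medium: phenol-red-free DMEM, 10% FBS. Values from fitted concentration-response curves.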
# HT1080 IDH1KD tx: qHTS for induction of synthetic lethality in tumor cells producing 2HG: qHTS for the HT-1080-IDH1KD cell line; HT-1080 IDH1 knockdown viability, ATP luminescence, 48 h; Potency, µM (series often up to 46.1 µM), for inactives: at the highest dose activity, negative = toxicity, hits mostly cytotoxic; 360,000 tested, 2% active; AID 686971, 2013;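 further: potency means the concentration at half of the fitted maximal effect; 0% = DMSO wells and -100% = cell-free medium wells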
#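 Luminescent ATP read-out (CellTiter-Glo, 10 min at room temperature) after 48 h compound exposure at 37 °C gave viability of IDH1-knockdown HT-1080 cells. Activity was normalised to DMSO and cell-free wells, then fitted as concentration-response curves.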
# GLP1R ag: qHTS of GLP-1 Receptor Agonists; 380,000 tested, 0.007% active; HEK293 GLP-1R CRE-luciferase, luminescence, 4-6 h; cells express a hypersensitive GLP-1R form; Glucagon-like peptide 1 receptor (Homo sapiens), P43220; Potency, µM (doses to about 45.6 µM), inactives show top-dose activation, usual class: activators; further: potency means the concentration at half of the fitted maximal effect; % of control where 0% means no effect
# Target sequence (P43220 whole entry, looked up): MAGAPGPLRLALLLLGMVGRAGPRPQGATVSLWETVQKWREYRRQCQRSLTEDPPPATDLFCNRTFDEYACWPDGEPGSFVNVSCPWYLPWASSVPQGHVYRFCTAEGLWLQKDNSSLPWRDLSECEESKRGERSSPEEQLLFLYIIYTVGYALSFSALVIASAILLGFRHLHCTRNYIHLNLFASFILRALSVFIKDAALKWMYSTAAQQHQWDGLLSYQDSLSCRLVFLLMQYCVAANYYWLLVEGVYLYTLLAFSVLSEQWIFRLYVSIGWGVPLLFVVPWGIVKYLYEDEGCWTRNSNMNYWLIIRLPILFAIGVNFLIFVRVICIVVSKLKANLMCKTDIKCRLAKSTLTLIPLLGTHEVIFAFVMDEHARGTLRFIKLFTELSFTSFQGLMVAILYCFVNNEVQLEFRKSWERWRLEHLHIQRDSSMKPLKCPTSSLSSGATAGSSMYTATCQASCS
# Numbers without * were called inactive; ? = inconclusive; nt = no result given; [ ] = another dose, or the depositor's remark. Unless noted, the call rests on the fitted dose curve; in most records, active means well fitted curve in the direction sought with a large enough effect; inconclusive means small, poorly fitted or top-dose-only effect, or another doubt; inactive means no such curve, though single readings can be large; an effect the other way counts as inactive or inconclusive.
SMILES,SW480 rerep,IL1B secr inh,HT1080NT lethal,D3 ag,KB-3-1 tox,D3 antag,KB-V1 cytotox,HT1080 IDH1KD tx,GLP1R ag
Cc1cc(C)cc(C(=O)N2CC(C)OC(C)C2)c1 (configuration not stated),1%,3,0%,-6,-6%,?,0%,-1%,-4%
C/C(=N\O)C(C)(C)NC(=O)Nc1ccc(Cl)cc1,0%,-12,9%,-6,-1%,6,4%,2%,1%
Cc1[nH]n(-c2ccccc2)c(=O)c1/C=N/NC(=O)c1ccc(O)cc1O,?,61,?,5,?,13,?,23µM*,0%
COc1ccc(Br)c(C(=O)NNC(=O)c2ccc(NS(=O)(=O)c3cccs3)cc2)c1,-1%,4,-7%,-4,-1%,19,7%,-2%,1%
CCc1nc2ccc(C(=O)Nc3cccc(OCC(=O)N(C)C)c3)cn2c1N(C=O)Cc1ccc(OC)cc1,nt,-7,?,2,0%,13,3%,1%,-1%
O=C(Nc1ccccc1C(F)(F)F)c1ccc(CN2CCC(Cc3ccccc3)CC2)cc1,?,-52*,16µM*,-17,?,-52*,?,23µM*,-2%
CCOC(=O)c1c(C)[nH]c(C(=O)O)c1C,-3%[9.22 µM],10,19%,1,14%,0,11%,15%,-12%
COc1ccc(C(=O)c2cc3ccc(O)cc3oc2=O)cc1,7%,-24,-3%,1,-2%,-25,-5%,-3%,1%
N#Cc1ccccc1OCC(=O)OCC(=O)NC1CCCCCC1,0%,11,25%,0,7%,-1,16%,16%,0%
CCc1ccc(OC)c(S(=O)(=O)Nc2ccccc2C)c1,6%,-2,0%,5,3%,11,?,8%,1%
Cc1ccc(OCn2c(=O)sc3ccccc32)cc1,5%,30,12%,-5,-2%,-8,-14%,7%,7%
Cc1ccccc1CN1C(=O)/C(=C\c2ccc(C(=O)NCCN3CCOCC3)cc2)Sc2ccccc21,?,?,?,10,-16%,-1,-5%,?,-2%
CCOc1cc(/C=C\[N+](=O)[O-])ccc1OCC(=O)N1CCOCC1,26%,-107*,?,7,-10%,-2,?,18µM*,3%
Cc1onc(-c2c(Cl)cccc2Cl)c1COC(=O)c1ccc(Cl)cc1,-13%,18,-3%,-7,4%,-5,-18%,-1%,7%
Cc1ccc(NC(=O)CNC(=O)Cn2c(C)cc3ccccc3c2=O)cc1F,nt,nt,nt,8,9%,nt,20%,nt,-2%
C(=N\Nc1nccc(-c2cccnc2)n1)/c1ccccc1,10%,-54*,1%,3,?,-14,-2%,-15%,-1%
COC(=O)C1=C(C)N(CCCC(=O)O)C(=O)NC1c1cccc(OC)c1 (configuration not stated),-8%,27,14%,11,0%,6,?,2%,-6%
CCc1ccc(C2CC(c3cccc(OC)c3)n3nc(N)nc3N2)cc1 (configuration not stated),-6%,-24,13%,1,22%,1,-23%,13%,1%
CCOC(=O)C(C)Oc1ncnc2cccc(F)c12 (configuration not stated),0%,10,27%,1,13%,-7,-5%,16%,1%
COc1cc(NC(=O)c2nc3nc(C)cc(C(F)F)n3n2)c(OC)cc1Cl,nt,nt,nt,4,28%,nt,-2%,nt,0%

# 3 compounds already listed, arranged by number of heavy atoms, low to high:
SMILES,SW480 rerep,IL1B secr inh,HT1080NT lethal,D3 ag,KB-3-1 tox,D3 antag,KB-V1 cytotox,HT1080 IDH1KD tx,GLP1R ag
CCc1ccc(OC)c(S(=O)(=O)Nc2ccccc2C)c1,6%,-2,0%,5,3%,11,?,8%,1%
Cc1onc(-c2c(Cl)cccc2Cl)c1COC(=O)c1ccc(Cl)cc1,-13%,18,-3%,-7,4%,-5,-18%,-1%,7%
CCc1ccc(C2CC(c3cccc(OC)c3)n3nc(N)nc3N2)cc1 (configuration not stated),-6%,-24,13%,1,22%,1,-23%,13%,1%

# Remaining list, next part
SMILES,SW480 rerep,IL1B secr inh,HT1080NT lethal,D3 ag,KB-3-1 tox,D3 antag,KB-V1 cytotox,HT1080 IDH1KD tx,GLP1R ag
CCCc1nnc(SCC(=O)NC2CC2)n1C,-5%,6,-5%,-13,-1%,1,23%,12%,2%
COC(=O)C[C@@H]1CC[C@@H](NC(=O)c2ccccc2F)[C@@H](CO)O1,nt,-3,25%,6,0%,1,3%,21%,nt
CCCCNC(=O)C1(C)CCN1C(=O)c1cc(C)n(C(C)(C)C)n1 (configuration not stated),nt,11,24%,0,0%,3,3%,2%,2%
C/C(=N\Nc1cc(-c2ccccc2)nc(-c2ccccc2)n1)c1ccc(O)c(C)c1,?,-27,?,3,0%,21,?,23µM*,-32%[inhibitor]
O=C(c1ccccc1F)N1CCN(c2ccc([N+](=O)[O-])c(N3CCOCC3)c2)CC1,-9%,-20,11%,10,5%,-16,-27%,-4%,30%
O=c1cc2c(n[nH]1)CCCC2,-3%,26,16%,-14,5%,-28,-2%,11%[9.24 µM],-4%
COc1ccc(NS(=O)(=O)c2c(C)[nH]c(=O)[nH]c2=O)c(OC)c1,-3%,3,9%,11,4%,21,9%,8%,-14%
CC/C(=N\NC(=O)Nc1ccccc1)c1ccccc1,-3%,-14,0%,-7,0%,33,-11%,0%,23%
O=C(NCc1ccco1)C(Cc1ccccc1)N1C(=O)C2C3C=CC(C3)C2C1=O (configuration not stated),-10%,-13,10%,3,15%,19,-10%,14%,9%
Cc1ccc2c(CC(=O)OCC(=O)Nc3ccc(Cl)cn3)coc2c1,-2%,23,3%,-16,2%,-18,-5%,6%,2%
CC(C)c1nc2oc3c(NCCO)ncnc3c2c2c1COC(C)(C)C2,?,26,2%,4,7%,73,-11%,-1%,24%
O[C@@H]1C[C@H](c2ccc(Cl)cc2)N(Cc2cccs2)C[C@H]1n1cc(-c2ccc(F)cc2)nn1,nt,43,7%,3,10%,6,-9%,14%,1%
COc1ccc(OC)c(S(=O)(=O)n2ccc(C)n2)c1,-44%[inhibitor][1.84 µM],6,27%,4,-5%,-11,4%,21%,-4%
COc1ccc(/C=C/C(=O)Oc2cc(C)[nH]c(=O)c2[N+](=O)[O-])cc1OC,?,0,1%,-11,-12%,-1,0%,-14%,-1%
Cc1cccc(N(C(=O)Cc2cccs2)C(C(=O)NCc2ccco2)c2ccncc2)c1 (configuration not stated),18%,-12,16%,9,-1%,-7,5%,-2%,8%
Cc1ccc(C(=O)NC(C(=O)OCc2cn3cc(Cl)ccc3n2)C(C)C)cc1 (configuration not stated),-21%,27,9%,2,-2%,13,1%,4%,5%
NS(=O)(=O)c1cccc(NC(=O)CCc2ccc(S(=O)(=O)N3CCOCC3)cc2)c1,-28%,13,-1%,1,-6%,3,-4%,4%,1%
COc1ccc(N2CCN(S(=O)(=O)CCNC(=O)C34CC5CC(CC(C5)C3)C4)CC2)cc1,22%,6,-2%,-1,-31%,5,?,-4%,6%
COc1cccc(NC(=O)Cc2ccccc2)c1,2%,-7,0%,-18,-8%,-1,-12%,1%,-3%
NC(=O)C1CCN(CCC(=O)Nc2ccc3c(c2)CCC3)CC1,0%,0,1%,-2,7%,-18,-2%,-1%,3%
CCc1cccc2c(C(=O)COC(=O)c3c(C)noc3C)c[nH]c12,?,-14,?,4,8%,13,?,?,10%
COc1ccc(S(=O)(=O)CC(=O)c2cc3cc(Br)ccc3oc2=O)cc1,23%,3,7%,-1,4%,7,?,-4%,-1%
CCN1C[C@@H]2[C@@H]3C(=O)N(C)C(=O)[C@@H]3[C@](CC)(C1=O)N2C(=O)c1ccccc1,-6%,9,14%,12,6%,-10,4%,2%,-1%
O=C(CCCCl)OCc1cn(-c2ccc(Cl)cc2)nn1,-6%,24,6%,-4,1%,9,30%,10%,-1%
Cc1nnc(SCC(=O)N(C)C2CCS(=O)(=O)C2)n1Cc1ccccc1 (configuration not stated),-3%,17,2%,2,0%,18,2%,14%,1%
COc1ccccc1NC(=O)CSc1nnnn1C1CCCC1,-3%,-24,-10%,-2,?,-8,-7%,6%,21%
COC(=O)c1ccc(C(=O)N2CCCC(Nc3ccc(C(C)C)cc3)C2)cc1 (configuration not stated),-26%,41,11%,-6,-27%,12,-2%,-2%,0%

# Record cards, as listed above:
# O=C(CCCCl)OCc1cn(-c2ccc(Cl)cc2)nn1 in the list: SW480 rerep = -6%; IL1B secr inh = 24; HT1080NT lethal = 6%; D3 ag = -4; KB-3-1 tox = 1%; D3 antag = 9; KB-V1 cytotox = 30%; HT1080 IDH1KD tx = 10%; GLP1R ag = -1%
# COC(=O)c1ccc(C(=O)N2CCCC(Nc3ccc(C(C)C)cc3)C2)cc1 (configuration not stated) in the list: SW480 rerep = -26%; IL1B secr inh = 41; HT1080NT lethal = 11%; D3 ag = -6; KB-3-1 tox = -27%; D3 antag = 12; KB-V1 cytotox = -2%; HT1080 IDH1KD tx = -2%; GLP1R ag = 0%
# Cc1nnc(SCC(=O)N(C)C2CCS(=O)(=O)C2)n1Cc1ccccc1 (configuration not stated) in the list: SW480 rerep = -3%; IL1B secr inh = 17; HT1080NT lethal = 2%; D3 ag = 2; KB-3-1 tox = 0%; D3 antag = 18; KB-V1 cytotox = 2%; HT1080 IDH1KD tx = 14%; GLP1R ag = 1%

# Rows are unselected; about 12% have a hit in one of these screens.
